# Compound activity from PubChem.
# ALOX15B inhib = qHTS Assay for Inhibitors of 15-hLO-2 (15-human lipoxygenase 2); Polyunsaturated fatty acid lipoxygenase ALOX15B (Homo sapiens), O15296; actives 0.56% (n = 110,000); purified 15hLO-2, xylenol orange hydroperoxide absorbance; Potency, µM (titrated, usually from 57.1 µM), for the others: top-dose activity change, negative = inhibition, actives largely listed as inhibitors; also: potency is read from the fitted curve at half-maximal effect; nearly all actives have a fitted effect of over 60% in size; many of its hits are not listed in these tables
# Target sequence (O15296 whole entry, looked up): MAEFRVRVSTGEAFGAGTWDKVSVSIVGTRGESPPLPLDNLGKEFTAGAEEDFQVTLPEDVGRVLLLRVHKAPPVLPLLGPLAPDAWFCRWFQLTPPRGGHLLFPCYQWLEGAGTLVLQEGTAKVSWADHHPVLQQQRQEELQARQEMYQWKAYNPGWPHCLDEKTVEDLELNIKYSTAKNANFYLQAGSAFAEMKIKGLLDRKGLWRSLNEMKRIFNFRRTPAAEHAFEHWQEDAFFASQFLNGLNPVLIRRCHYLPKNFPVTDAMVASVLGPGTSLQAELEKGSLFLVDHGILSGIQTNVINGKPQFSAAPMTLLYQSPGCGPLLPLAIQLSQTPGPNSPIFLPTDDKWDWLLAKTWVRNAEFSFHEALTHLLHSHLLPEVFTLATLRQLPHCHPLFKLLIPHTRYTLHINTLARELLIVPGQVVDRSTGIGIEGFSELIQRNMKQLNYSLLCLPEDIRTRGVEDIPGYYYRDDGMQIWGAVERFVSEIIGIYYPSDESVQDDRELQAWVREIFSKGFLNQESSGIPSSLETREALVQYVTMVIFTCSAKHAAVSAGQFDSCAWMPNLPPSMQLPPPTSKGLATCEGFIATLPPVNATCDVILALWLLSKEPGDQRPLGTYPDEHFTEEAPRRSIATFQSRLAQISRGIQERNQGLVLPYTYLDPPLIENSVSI
#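 Purified human 15hLO-2 (50 nM final) preincubated with compounds 15 min at room temperature in 25 mM Hepes pH 7.5, 0.01% Triton X-100, then 45 uM arachidonic acid added for 90 min; hydroperoxide detected via ferrous/xylenol orange, 573/405 nm absorbance ratio.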
# IMPase inh = qHTS Assay for Identifying the Cell-Membrane Permeable IMPase Inhibitors. CHO-M1 cells, IP1 accumulation, HTRF TR-FRET ratio. inhibition (IP1 accumulation), % at 46.1 µM. 120,000 tested, under 10 active; active = well fitted curve in the direction sought with a large enough effect in the signal ratio, not every such curve was filed as active; inconclusive = small, poorly fitted or top-dose-only effect, or a change in a side signal; inactive = no such curve, though single readings can be large or run the other way; the % refers to the signal ratio;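 also: cells stimulated with carbachol in lithium chloride buffer; plate controls were DMSO basal wells for no effect and reference inhibitor wells for full effect; higher means more IMPase inhibition seen as more IP1 and lower FRET ratio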
# Target sequence (P97697 whole entry, looked up): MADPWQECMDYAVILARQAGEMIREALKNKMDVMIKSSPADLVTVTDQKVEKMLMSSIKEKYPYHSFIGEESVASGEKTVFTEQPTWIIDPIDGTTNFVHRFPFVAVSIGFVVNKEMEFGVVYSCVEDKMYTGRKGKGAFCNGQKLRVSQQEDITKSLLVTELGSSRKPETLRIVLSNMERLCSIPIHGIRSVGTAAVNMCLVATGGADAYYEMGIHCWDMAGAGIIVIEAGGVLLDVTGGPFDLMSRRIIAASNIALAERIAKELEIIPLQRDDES
#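 Elevated IP1 in lysates lowers TR-FRET signal (665/620 ratio and 620 channel reported). Cells were CHO-M1, given carbachol (50 uM as added) plus 50mM LiCl, pH 7.4, 30 min, 37C; compounds titrated up to 46 uM; AC50 by Hill equation.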
# ALOX12 inhib = qHTS Assay for Inhibitors of 12-hLO (12-human lipoxygenase) | purified 12-hLO, xylenol orange hydroperoxide absorbance | Potency, µM (titrated, usually from 57.1 µM), inactives show at the top dose activity change, negative = inhibition, most hits filed as inhibitors | actives 0.12% (n = 150,000); also: potency is read from the fitted curve at half-maximal effect; nearly all actives have a fitted effect of over 55% in size; many of its hits are not listed in these tables
#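 Hydroperoxide formation by human 12-lipoxygenase from 40 uM arachidonic acid was followed colorimetrically via ferric-xylenol orange complex, using the 573/405 nm absorbance ratio. Enzyme concentration was 150 nM, with 30 min reaction at room temperature.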
# PNC assembly inh = High Content Assay for Compounds that inhibit the Assembly of the Perinucleolar Compartment; PC3M PTB-GFP, PNC prevalence imaging, 16 h; active compounds read low; activity change (PNC), negative = inhibition, % at 10 µM; actives 3.1% (n = 140,000);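 active = readout at or below -70, meaning at least 70% loss of cells showing the perinucleolar compartment, a nuclear body marking cancer cells; inconclusive = readout between -30 and a set limit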;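 also: plate controls were DMSO wells for no effect and camptothecin positive control wells for full effect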
#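 PC3M cells stably expressing PTB-GFP, 750–1000 cells/well, treated 16 h at 37 °C with compound (23 nl of library stock), in duplicate. After paraformaldehyde fixation and Hoechst stain, imaged at 20x; PNC prevalence scored by image analysis.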
# Numbers without * were called inactive; ? = inconclusive; . = no result given; [ ] = remark or other dose. Unless noted, calls follow the shape of the dose curve; as a rule, active = well fitted curve in the direction sought with a large enough effect; inconclusive = small, poorly fitted or top-dose-only effect, or another doubt; inactive = no such curve, though single readings can be large; an effect the other way counts as inactive or inconclusive. Unless noted, % is scaled to controls: 0 for no effect and ±100 for the full control effect. Compounds as they come; about 3.1% have a hit in one of these screens.
# Under each structure – IMPase inh	ALOX12 inhib	PNC assembly inh	ALOX15B inhib
> Cc1onc(-c2ccccc2Cl)c1C(=O)Nc1ncn[nH]1
    .	-2%	-1	.
> Cn1cccc1C(=O)N1CCC2(CCCN(Cc3ccc(C#N)cc3)C2)CC1
    .	-4%	.	9%
> CCOC(=O)c1ccc(NC(=O)CSc2ncccn2)cc1
    -5	1%	-28	7%[2.29 µM]
> CCc1noc(C)c1C(=O)Nc1nc(-c2cc(C)ccc2C)c(C)s1
    5	-3%	17	22%
> O=C(O)c1cnccn1
    .	-6%	45	.
> C/C=C/C(=O)Nc1cccc(C(F)(F)F)c1
    -3	-1%	22	.
> CSCCC(Nc1ncnc2ccc(Br)cc12)C(=O)O (stereo unspecified)
    -27	5%	15	-5%
> Brc1ccc(-c2nnc3sc(CN4CCN(c5ccccc5)CC4)cn23)cc1
    2	6%	-23	-5%
> CCCCn1nnnc1SCC(=O)Nc1sc2c(c1C#N)CCCC2
    -8	-20%	-2	-13%
> O=C1NC(=S)S/C1=C\c1ccc(SCc2ccccc2)o1
    .	-19%	34	.
> CCSc1nc2sc3c(c2c(=O)n1CC)CC(C)(C)OC3
    -6	-5%	?	19%
> Cc1onc(-c2ccccc2)c1C(=O)Nc1ccccc1N1CCOCC1
    5	-8%	12	1%
> O=C(COc1ccccc1-c1ccccc1)NCc1cccc(Cl)c1
    18	-3%	?	.
> CCOc1ccc(Br)cc1S(=O)(=O)Nc1nc(CN2CCOCC2)nc2sc(C)c(C)c12
    -11	-9%	?	0%
> Cc1oc(C(=O)O)cc1COc1ccc2c3c(c(=O)oc2c1)CCC3
    -10	-2%	15	-9%
> Fc1ccc(Nc2c(-c3ccco3)nc3ccccn23)cc1
    .	-8%	-18	.
> CCCCOC(=O)c1ccc(NC(=O)CSC2=Nc3ccccc3C3CC=NN23)cc1 (stereo unspecified)
    -5	-4%	2	8%
> O=C(COc1ccccc1)NCCSc1ccccc1
    -2	-1%	10	-2%
> CCOC(=O)c1cccc(NC(=O)c2cnccn2)c1
    0	3%	?	0%
> O=S(=O)(O)c1ccc2c(N=Nc3cccc4ccccc34)c(O)c(S(=O)(=O)O)cc2c1
    .	1%[11.4 µM]	.	3%[11.4 µM]

# Individual results from above:
# Result for `CCCCn1nnnc1SCC(=O)Nc1sc2c(c1C#N)CCCC2` in ALOX12 inhib: -20%
# Result for `CCSc1nc2sc3c(c2c(=O)n1CC)CC(C)(C)OC3` in ALOX15B inhib: 19%

# The list continues.
# Under each structure – IMPase inh	ALOX12 inhib	PNC assembly inh	ALOX15B inhib
> COCCNC(=O)C(c1ccco1)N(C(=O)Cn1nnc2ccccc21)c1cccc(C)c1C (stereo unspecified)
    0	-3%	-6	1%
> COc1ccc2c(Cl)c(C(N)=O)sc2c1
    ?	-4%	23	0%
> O=C(NCc1ccccn1)Nc1cccc(Cl)c1
    6	7%	25	1%
> NS(=O)(=O)c1ccc(NC(=S)Nc2cc(Cl)c(Cl)cc2Cl)cc1
    .	2%	?	.
> C=CCn1c(SCC(=O)Nc2cccc3ccccc23)nnc1-c1cnccn1
    2	2%	27	-2%
> C[C@H]1CC[C@]2(OC1)O[C@@H]1C[C@@H]3[C@@H]4CC[C@H]5C[C@@H](O)CC[C@]5(C)[C@@H]4CC(=O)[C@@]3(C)[C@H]1[C@@H]2C
    -2[20.6 µM]	7%[25.6 µM]	.	10%[25.6 µM]
> O=C(O)CCSC1=NCCN1
    .	7%[11.4 µM]	.	-4%[11.4 µM]
> N#CC(C#N)=C(N)/C(C#N)=C/c1ccc(O)cc1
    -27	-4%	.	-8%
> CC(C)(C)NC(=O)Cn1c(-c2nonc2N)nc2ccccc21
    -3	4%	-1	-4%
> CN1CCN(C(=S)NC(=O)/C=C/c2ccccc2)CC1
    -1	4%	-29	-3%
> CC1=C(C(=O)OCC(C)C)C23C(=O)c4ccccc4C2(O1)OC(N)=C3C#N (stereo unspecified)
    10	-5%	?	-13%
> NC(=O)CSc1nc2ccccc2c(=O)n1Cc1ccco1
    -3	2%	-17	.
> COc1cccc(-c2cc(=O)c3cc(O)ccc3o2)c1
    2	-8%	.	-4%
> COC(=O)c1c(NC(=S)Nc2ccccc2Cl)sc(C)c1C
    -15	-2%	33	-29%
> Cc1cccc(NC(=O)C2CC(=O)N/C(=N/N=C/c3ccco3)S2)c1 (stereo unspecified)
    -1	0%	15	.
> CCOc1ccccc1C(=O)NC1CCN(Cc2nnnn2C2CCCC2)CC1
    2	-8%	?	4%
> O=C(Nc1ccc(N2CCN(C(=O)c3ccccc3)CC2)cc1)c1ccc2c(c1)OCO2
    -7	1%	7	-4%
> COc1ccc(C(=O)NNC(=O)C(C)NC(=O)c2ccccc2NC(=O)c2ccco2)cc1 (stereo unspecified)
    4	6%	-93*	.
> Cc1nc2sc(C(=O)c3ccccc3)c(N)c2c2c1CCCC2
    12	-3%	7	.
> CCCCNC(=O)CCc1c(C)nc2nc(-c3cc(OC)cc(OC)c3)nn2c1C
    -2	-2%	?	1%

# Further structures
# Under each structure – IMPase inh	ALOX12 inhib	PNC assembly inh	ALOX15B inhib
> COc1cccc(/C=N/n2c(=O)[nH]c3ccccc32)c1OC
    .	-3%	46	.
> CO[C@H]1[C@@H](OC(N)=O)[C@H](O)[C@@H](Oc2ccc3c(O)c(NC(=O)c4ccc(O)c(CC=C(C)C)c4)c(=O)oc3c2C)OC1(C)C
    -6[20.6 µM]	-6%[25.6 µM]	.	-5%[25.6 µM]
> O=C(O)c1ccc(CSc2nc(-c3ccccc3)cc(C(F)(F)F)n2)cc1
    .	3%	?	.
> Cc1ccc(C(=O)C2=C(O)C(=O)N(CCCn3ccnc3)C2c2ccc(OC(C)C)cc2)o1 (stereo unspecified)
    ?	-15%	?	31%[activator]
> COc1ccc(N2C(=O)C(Cl)=C(Nc3c(C)n(C)n(-c4ccccc4)c3=O)C2=O)cc1
    -6[1.84 µM]	-6%	?	-16%[11.4 µM]
> O=C(CCl)Nc1nc(-c2ccco2)c(-c2ccco2)s1
    .	-6%	-6	.
> CCCc1cc(=O)[nH]c(SCc2ccccc2Cl)n1
    5	-6%	18	-12%
> [O-][n+]1ccc(C2CC2)cc1
    4	1%	18	-3%
> O=C(O)CCSCc1ccccc1
    .	-2%[11.4 µM]	.	4%[11.4 µM]
> O=c1oc2cc(O)ccc2c2ccccc12
    ?	-2%	-15	2%
> Cc1c(CC(=O)O)c(=O)oc2cc(OCc3nn[nH]n3)ccc12
    -7	0%	-25	-10%
> Cc1n[nH]c(C)c1N=Nc1cc(Cl)ccc1Cl
    -10	2%	4	-2%
> CCCCOC(=O)/C(=C/c1cn(C)c2ccccc12)NC(=O)c1ccc(OC)cc1
    .	4%	-93*	.
> CCOC(=O)c1cc(-c2ccc(N3CCOCC3)cc2)nn1-c1ccc(F)cc1F
    .	-5%	1	.
> Cc1cc(-n2c(C)cc(C(=O)CSc3nnnn3-c3ccc(Cl)cc3)c2C)no1
    9	2%	-100*	.
> O=C(COC(=O)c1ccccn1)Nc1cccc(Cl)c1
    8	-4%	0	-2%
> Cc1ccc(NC(=O)C2CC(=O)n3ncnc3N2)cc1 (stereo unspecified)
    -13	3%	8	-8%
> Nc1ccc(O)cc1
    .	-8%	.	18%
> COc1ccc(NC(=O)COC(=O)c2cc(SC)ccc2Cl)c(OC)c1
    .	-2%	?	.
> O=C(CSc1ccccn1)N/N=C/c1cccc([N+](=O)[O-])c1
    .	1%	-7	.

# The list continues:
# Under each structure – IMPase inh	ALOX12 inhib	PNC assembly inh	ALOX15B inhib
> Cc1ccc2[nH]c3c(c2c1)CN(C(=O)CN1c2ccc(F)cc2CCC1C)CC3 (stereo unspecified)
    12	-11%	11	-8%
> O=c1[nH]c(NCc2ccccc2)nc2c1CCCC2
    -3	7%	-23	0%
> CCOC(=O)c1ccoc1CSCc1ccc(C(=O)OC)o1
    19	-7%	?	-16%
> COc1ccc(C(O)P(=O)(OCC(C)C)OCC(C)C)c(OC)c1 (stereo unspecified)
    .	1%	25	.
> O=C(Nc1ccc2c(c1)OCO2)c1c(F)c(F)c(F)c(F)c1F
    -17	-6%	?	?
> CCN(c1cccc(C)c1)S(=O)(=O)c1ccc2c3c(cccc13)C(=O)N2
    4	-12%	?	.
> COc1ccc(OC)c(-c2c3cc(O)c(=O)cc-3oc3cc(O)c(O)cc23)c1
    .	?	-6	.
> Cc1ccccc1N1C(=O)CC(Sc2nnc(-c3ccccc3)o2)C1=O (stereo unspecified)
    ?	-8%	-24	-13%
> COC(=O)C1CCN(C(=O)c2c(-c3ccccc3Cl)noc2C)CC1
    1	-1%	-19	2%
> COC(=O)c1ccccc1NC(=O)CN1CCOCC1
    13	-5%	6	0%
> COc1cc(/C=N/N=C2/NC(=O)C(CC(=O)O)S2)ccc1OCc1ccc(Cl)cc1 (stereo unspecified)
    1	-4%	-16	.
> O=C(O)CSCC(=O)c1ccccc1
    5	4%	6	19%
> OC(COc1ccc2ccccc2c1)CN1CCN(c2ccc(F)cc2)CC1 (stereo unspecified)
    -7	8%	15	14%
> CCSc1nnc(NC(=O)CSc2nc3c(c(=O)n2-c2ccccc2OC)SCC3)s1
    -9	-9%	-29	.
> Cc1cc(/C=C(\C#N)C(=O)O)c(C)n1C1CC1
    .	-5%	27	.
> Cc1cccc(OCC(O)CN2C(C)(C)CC(O)CC2(C)C)c1C (stereo unspecified)
    14	1%	4	14%
> C=CCn1c(-c2ccccc2)c[nH]c1=S
    -4	-4%	-117*	?
> COc1ccc(CCNC(=O)C2CC2)cc1OC
    7	-2%	?	1%
> Cc1sc2ncnc(SCC#N)c2c1C
    -3	-12%	50	-5%
> CCOC(=O)c1c(C)c(C(=O)NCc2cccnc2)c(C)n1C
    4	-1%	-7	13%

# Continued:
# Under each structure – IMPase inh	ALOX12 inhib	PNC assembly inh	ALOX15B inhib
> c1ccc(N2CC[N+]3(CCCC3)CC2)nc1
    -5	0%	11	12%
> C=CCn1c(=NC(=O)c2ccccc2[N+](=O)[O-])sc2cc(S(C)(=O)=O)ccc21
    3	-1%	?	.
> CCN(c1ccccc1)S(=O)(=O)c1cc(OC)ccc1OC
    2	2%	1	-3%
> CCc1cccc(C)c1NC(=O)CSc1nnc(-c2cc3cc(Br)ccc3o2)n1CC
    2	1%	-11	8%[2.29 µM]

# 13 neighbouring entries out of the list so far, quoted:
# Under each structure – IMPase inh	ALOX12 inhib	PNC assembly inh	ALOX15B inhib
> O=C(O)CSCC(=O)c1ccccc1
    5	4%	6	19%
> OC(COc1ccc2ccccc2c1)CN1CCN(c2ccc(F)cc2)CC1 (stereo unspecified)
    -7	8%	15	14%
> CCSc1nnc(NC(=O)CSc2nc3c(c(=O)n2-c2ccccc2OC)SCC3)s1
    -9	-9%	-29	.
> Cc1cc(/C=C(\C#N)C(=O)O)c(C)n1C1CC1
    .	-5%	27	.
> Cc1cccc(OCC(O)CN2C(C)(C)CC(O)CC2(C)C)c1C (stereo unspecified)
    14	1%	4	14%
> C=CCn1c(-c2ccccc2)c[nH]c1=S
    -4	-4%	-117*	?
> COc1ccc(CCNC(=O)C2CC2)cc1OC
    7	-2%	?	1%
> Cc1sc2ncnc(SCC#N)c2c1C
    -3	-12%	50	-5%
> CCOC(=O)c1c(C)c(C(=O)NCc2cccnc2)c(C)n1C
    4	-1%	-7	13%
> c1ccc(N2CC[N+]3(CCCC3)CC2)nc1
    -5	0%	11	12%
> C=CCn1c(=NC(=O)c2ccccc2[N+](=O)[O-])sc2cc(S(C)(=O)=O)ccc21
    3	-1%	?	.
> CCN(c1ccccc1)S(=O)(=O)c1cc(OC)ccc1OC
    2	2%	1	-3%
> CCc1cccc(C)c1NC(=O)CSc1nnc(-c2cc3cc(Br)ccc3o2)n1CC
    2	1%	-11	8%[2.29 µM]
